# Assay outcomes as filed in PubChem.
# All columns: NCI-60 one-dose screen, growth in % after 48 h at 10 µM unless noted; 100 = growth as untreated, 0 = no growth, -100 = all killed.
# LOX IMVI = LOX IMVI melanoma | hit rate 7.4% among 79,000
# HS 578T = HS 578T breast cancer | hit rate 4.1% among 78,000
# MALME-3M = MALME-3M melanoma; hit rate 5.8% among 78,000; AID 1794766
# UACC-257 = UACC-257 melanoma. hit rate 4.4% among 78,000. AID 1794764
# T-47D = T-47D breast cancer. hit rate 5% among 79,000
# SK-MEL-2 = SK-MEL-2 melanoma; hit rate 4.7% among 77,000; AID 1794763
# SK-MEL-28 = SK-MEL-28 melanoma. AID 1794761. hit rate 4.1% among 81,000
# SK-MEL-5 = SK-MEL-5 melanoma. hit rate 6.4% among 80,000
# The depositor's hits bear a star; x = not tested or not shown; & = joins results of further samples. Rule for the calls: active = growth percent below 10; inactive = the rest.
# Results follow in this order: HS 578T, SK-MEL-2, T-47D, SK-MEL-28, MALME-3M, LOX IMVI, UACC-257, SK-MEL-5
- Clc1ccc2c(NC3CCC(NC4CCCCC4)CC3)ccnc2c1 (stereo not given)
 : 68, 55, 48, -11*, 35, 36, -52*, 19
- CCOC(=O)c1ccccc1SC(C[N+](=O)[O-])c1ccccc1 (stereo not given)
 : 104, x, 61, 98, 98, 31, 84, 84
- O=c1[nH]c(=S)[nH]cc1Oc1ccc(I)cc1
 : 121, 99, 92, 125, 84, 96, 98, 103
- O=C(O)CC(C(=O)O)N1C(=O)/C(=C/C(Cl)=C/c2ccccc2)SC1=S (stereo not given)
 : 97, 107, 99, 105, 96, 99, 104, 102
- C=C[C@@H]1C[C@H](O)Cc2cc(F)ccc2N1
 : 91, 123, 108, 99, 92, 94, 96, 93
- Cc1nn(-c2ccccc2[N+](=O)[O-])c(C)c1N=Nc1ccc(Br)cc1
 : 86, 71, 64, 94, 93, 79, 85, 84
- CC(/C=C/c1ccccc1)=N/NS(=O)(=O)c1ccc([N+](=O)[O-])cc1
 : 150, 124, 99, 120, 103, 93, 106, 102
- Cn1c(=O)c(C#N)c(-c2ccco2)n2c(SCC(=O)c3ccccc3)nnc12
 : 110, 18, 102, 108, 122, 91, 77, 96
- O=c1[nH]ncc2ccccc12
 : 100&107, 118&112, 113&92, 108&118, 118&113, 105&106, 113&103, 110&106
- CC(=O)Nc1ccc(S(=O)(=O)O)c2ccccc12
 : 102, 119, 100, 128, 109, 96, 107, 100
- CCC(C)C1C(=O)N(S(=O)(=O)c2ccc(NC(C)=O)cc2)C=CN1S(=O)(=O)c1ccc(C)cc1 (stereo not given)
 : 87, 90, 73, 92, 94, 89, 121, 94
- CCC(C)NC(=O)c1cccc(C)c1 (stereo not given)
 : 103, 116, 118, 112, 108, 101, 130, 107
- C[C@]12CCc3c(ccc4cc(O)ccc34)[C@@H]1C[C@H](O)[C@@H]2O
 : 85, 125, 99, 110, 113, 93, 102, 102
- CC1([N+](=O)[O-])COC(/C=C/c2ccccc2)OC1 (stereo not given)
 : 126, 104, 94, 108, 122, 94, 92, 109
- CC(=O)Oc1ccccc1C(=O)Nc1ccc(C(=O)/C=C/c2ccc(F)cc2)cc1
 : 112, 117, 101, 103, 106, 84, 121, 100
- C/C(=N\NC(=O)CSc1nc2ccccc2c(=O)n1CCc1ccc(S(N)(=O)=O)cc1)c1ccccn1
 : 74, 47, 28, 38, 37, 14, 46, 25
- S=C(N/N=C\c1ccc(Cl)c(Cl)c1)N/N=C/c1ccc(Cl)c(Cl)c1
 : 101, 104, 83, 110, 101, 109, 103, 99
- Nc1ccn(C2CC(O)C(CO)O2)c(=O)n1 (stereo not given)
 : 111, 88, 103, 120, x, 104, 113, 105
- [2H]C1([2H])CCN(C(=O)C2CC2)c2cc(NS(=O)(=O)c3ccc(-c4cccc(C(N)=O)c4)cc3)ccc21
 : 19, 7.8*, 20, 44, 40, 39, 48, 15
- Cc1cc(C)n(C2=NCCN2)n1
 : 104, x, 102, 105, 104, 97, 90, x

# The final three compounds of the part before come first, to join the parts.
# Results follow in this order: HS 578T, SK-MEL-2, T-47D, SK-MEL-28, MALME-3M, LOX IMVI, UACC-257, SK-MEL-5
- Nc1ccn(C2CC(O)C(CO)O2)c(=O)n1 (stereo not given)
 : 111, 88, 103, 120, x, 104, 113, 105
- [2H]C1([2H])CCN(C(=O)C2CC2)c2cc(NS(=O)(=O)c3ccc(-c4cccc(C(N)=O)c4)cc3)ccc21
 : 19, 7.8*, 20, 44, 40, 39, 48, 15
- Cc1cc(C)n(C2=NCCN2)n1
 : 104, x, 102, 105, 104, 97, 90, x
- C/C(Cc1ccccc1)=N/Nc1ccc([N+](=O)[O-])cc1[N+](=O)[O-]
 : 116, 108, 76, 120, 144, 102, 106, 117
- COc1ccc2c(=O)c(C)c(C(=O)N[C@@H](Cc3ccccc3)C(O)C(N)=O)oc2c1 (stereo not given in full)
 : 95, 102, 98, 103, 89, 101, 101, 98
- Clc1ccc2c(NCCNCc3cccs3)ccnc2c1
 : 100, 90, 64, 116, 89, 83, x, 88
- N#C/C(=C\c1ccc(-c2ccc(Br)cc2)o1)c1nc2ccccc2c(=O)[nH]1
 : 92, 105, 97, 93, 100, x, 96, 97
- CCN(CC)c1ccc(N=O)cc1
 : 93, 91, 45, 88, 71, 15, 33, 87
- CS(=O)(=O)Nc1cc(-c2ccc3ncnc(Nc4ccc5c(cnn5Cc5cccnc5)c4)c3c2)cnc1Cl
 : -2.2*, 14, 0.4*, 29, 5.0*, 39, 65, 51
- COc1cc(C2CC(c3cc(OC)c(OC)c(OC)c3)=NN2c2ccccc2)ccc1OCc1ccc(F)cc1 (stereo not given)
 : 101, 92, 79, 105, 99, 103, 101, x
- CCCSSSC
 : x, x, 77, 106, 103, 107, 85, 81
- Cn1cc(-c2csc(-c3cn(C)c4ncccc34)n2)c2ccccc21
 : 46, x, 32, 61, 48, 37, 61, 33
- CCC1(CC)CC1C(N)=O (stereo not given)
 : 101, 129, 111, 129, 124, 106, 135, 108
- N#Cc1c(N)nc(NCCO)nc1-c1ccccc1
 : 97, 98, 94, 114, 108, 97, 87, 103
- O=C(NCCN1CCOCC1)c1cccc(N2C(=O)/C(=C/c3cccc(F)c3)SC2=S)c1
 : 90, 104, 96, 107, 96, 89, 95, 98
- COc1ccc2c(c1)=NC(=O)/C(=C\c1sc(Nc3ccc(S(N)(=O)=O)cc3)nc1O)C=2
 : 102, 99, 96, 101, 94, 70, 98, 104
- COC(=O)[C@H](Cc1c[nH]c2ccccc12)NC(=O)[C@H](C)NCc1cccnc1
 : 76, x, 79, 102, 93, 92, 85, 95
- CC(=O)OCC(CO)(CO)COC(C)=O
 : 111, 110, 102, 107, 109, 100, 95, x
- Cc1ccccc1NC(=O)C(=O)Nc1ccccc1C
 : 155, 104, 116, 115, 101, 107, 94, 113
- N#Cc1ccc(N)cc1OCCCN1CCOCC1
 : 104, 105, 98, 99, 96, 103, 99, 99
- Cc1ccc(N=Nc2ccc(O)c(C)c2)cc1
 : 102, 105, 71, 123, 120, 91, 91, 95
- OCCCOCc1ccccc1
 : 103, 100, 110, 107, 92, 94, 100, 90
- CC(=O)Cn1cnc2sc(C(N)=O)c(C)c2c1=O
 : 160, x, 97, 140, x, 111, 137, 126
- N#Cc1cn(-c2ccc(Cl)cc2Cl)c(C(=O)c2ccccc2)c1N
 : 101, 86, 102, 103, 99, 103, 93, 99
- CSc1nc(N)n(/N=C(\C)c2ccc(Br)cc2)c(=O)c1C#N
 : 119, 113, 94, 101, 113, x, 110, 99
- COC(=O)OC1C(O[C@H]2C[C@H]3[C@@H]4CC=C5C[C@@H](O)CC[C@]5(C)[C@H]4CC[C@]3(C)[C@H]2[C@H](C)C(=O)CCC(C)C)OCC(O)C1OC1OCC(O)C(O)C1OC(=O)c1ccc(OC)cc1 (stereo not given in full)
 : -17*, -46*, -5.4*, -55*, -6.1*, -39*, -55*, -72*
- COc1ccc(NC(=O)COc2ccccc2)c(C(N)=O)c1
 : 28, 36, x, 62, x, x, 62, x
- COc1cc(C(=O)Nc2ccc(S(=O)(=O)c3ccc(NC(=O)c4cc(OC)c(OCc5ccccc5)cc4N)cc3)cc2)c(N)cc1OCc1ccccc1
 : 93, 94, 76, 114, 85, 83, 110, 59
- O=C(Oc1ccc(=O)[nH]n1)c1ccccc1
 : 99, 99, 95, 99, 93, 93, 82, 101
- O=C(c1ccc(O)c(Br)c1)c1cc(Br)ccc1O
 : 95&102, 102&94, 120&97, 107&110, 94&111, 115&108, 102&124, 83
- CCCCCCC(C)=O
 : 133, 117, 107, 102, x, 111, 104, 106
- CCN(CC)CCCC(C)Nc1c(C)cnc2cc(Cl)ccc12 (stereo not given)
 : 83, 114, 96, 101, 99, 82, 99, 98
- CCOC(=O)C1=C(N)Oc2n[nH]c(C)c2C1c1cc(=O)oc2ccc(C)cc12 (stereo not given)
 : 103, 107, 92, 99, 80, 90, 89, 99
- COc1ccc(/C=C(\C#N)n2nc3cccc(F)c3n2)cc1
 : 104, 100, 91, 103, 100, 101, 96, 96
- O=C(N/N=C/c1ccc(B(O)O)o1)c1[nH]c2ccc(Br)cc2c1-c1ccccc1
 : 0.3*, 27, 36, 62, 61, 33, 63, 11
- O=c1nc2c(n[nH]1)c1ccccc1n2Cc1ccccc1
 : 94, 102, 99, 106, 107, 94, 89, 102
- CC/C=C\C/C=C\C/C=C\CCCCCCCCOc1ccccc1CCOP(=O)(O)OCC[N+](C)(C)C
 : 111, 125, 106, 112, 104, 106, 101, 107
- Nc1cc2c(cc1N)C(O)c1ccccc1-2 (stereo not given)
 : 106, 107, 83, 105, x, 29, 104, 30
- C#CCOc1ccc(/C=N/Nc2nc(-c3ccc(Cl)cc3)cs2)cc1OC
 : 81, 38, 19, 79, 92, 59, 46, 6.7*
- O=C(O)c1cccc2c1C(=O)c1ccccc1-2
 : 90, 102, 99, 122, 129, 98, 112, 111
- C/C(=C(/C)C1CC1CCNS(=O)(=O)c1ccc(C)cc1)c1ccc(C(C)(C)C)cc1 (stereo not given)
 : 90, 80, 49, 78, 77, 77, 68, 66
- Cc1ccc2nnnn2c1
 : 111, 99, 103, 98, 102, 96, 104, 101
- CCOC(=O)c1c(NC(=O)c2ccc([N+](=O)[O-])cc2)sc2c1CCCC2
 : 97, x, 103, 99, 102, 102, 106, 102
- COc1ccc(OC)c(NC(=O)C2=C(C)NC(C)=C(C(=O)Nc3cc(OC)ccc3OC)C2c2cccc([N+](=O)[O-])c2)c1
 : 69, 81, x, 94, 84, 74, 100, 66
- CCC(CC)C(O)CCCN(C)C (stereo not given)
 : 110, 113, 92, 108, 94, 100, 105, 99
- CC(=O)C1CC=C(C)CC1 (stereo not given)
 : 99, 113, 94, 109, 107, 100, 98, 102
- NC(=O)CNC(=O)OCc1ccccc1
 : x, 101, 109, 111, 118, 104, 91, 112
- CS(=O)(=O)c1ccc(C(=O)N2N=C(c3ccccc3)CC2c2ccc(F)cc2)cc1 (stereo not given)
 : 97, 93, 76, 102, 101, 96, 68, 94
- Cc1ccc(C)n1-c1ccccc1-n1c(C)ccc1C
 : 117, 108, 91, 94, 120, 91, 103, 104
- CCCCOC(=O)Oc1ccc(Cl)cc1
 : x, 159, 92, 105, 102, 102, 93, 101
- S=c1ssnc1-c1cc2ccccc2o1
 : 62, 91, 64, 93, 80, 60, 95, 69
- CCOC(=O)C(C)(NC(=O)c1ccccc1)C(=O)OCC
 : 100, 119, x, 105, 96, 100, 96, 101
- COc1cc(-c2oc(=O)ccc2C#Cc2nccn2C)cc(OC)c1OC
 : 92, 94, 113, x, 92, 85, 116, 88

# Profiles, looked up by structure.
# COc1ccc(OC)c(NC(=O)C2=C(C)NC(C)=C(C(=O)Nc3cc(OC)ccc3OC)C2c2cccc([N+](=O)[O-])c2)c1 reads HS 578T = 69; SK-MEL-2 = 81; T-47D = x; SK-MEL-28 = 94; MALME-3M = 84; LOX IMVI = 74; UACC-257 = 100; SK-MEL-5 = 66
# CC(=O)C1CC=C(C)CC1 (stereo not given) reads HS 578T = 99; SK-MEL-2 = 113; T-47D = 94; SK-MEL-28 = 109; MALME-3M = 107; LOX IMVI = 100; UACC-257 = 98; SK-MEL-5 = 102

# Other structures:
# Results follow in this order: HS 578T, SK-MEL-2, T-47D, SK-MEL-28, MALME-3M, LOX IMVI, UACC-257, SK-MEL-5
- CN(C)/N=C/c1ccccc1O
 : 100, 90, 99, 111, 109, 99, 109, 103
- Cn1c(COC(=O)NCCc2ccccn2)nc2c(N3CCOCC3)nc(Cl)nc21
 : -25*, 27, -2.2*, -91*, -71*, -84*, 18, 3.6*
- COc1cc(C)c(Cc2cnc(N)nc2N)cc1OC
 : 103, 87, 93, 118, 99, 95, 111, 105
- Cc1cc(S(=O)(=O)O)c(N)cc1N
 : 113, 98, 107, 119, 118, x, 98, 109
- NC(=Nc1ccccc1)SCc1ccc([N+](=O)[O-])cc1
 : 108, 103, 88, 99, 87, 91, x, 95
- CC1CN(CCCCO)CCN1 (stereo not given)
 : 105, 118, 98, 112, 95, 93, x, 97

# In the list so far, these have a furan ring, fused or not:
# Results follow in this order: HS 578T, SK-MEL-2, T-47D, SK-MEL-28, MALME-3M, LOX IMVI, UACC-257, SK-MEL-5
- Cn1c(=O)c(C#N)c(-c2ccco2)n2c(SCC(=O)c3ccccc3)nnc12
 : 110, 18, 102, 108, 122, 91, 77, 96
- N#C/C(=C\c1ccc(-c2ccc(Br)cc2)o1)c1nc2ccccc2c(=O)[nH]1
 : 92, 105, 97, 93, 100, x, 96, 97
- O=C(N/N=C/c1ccc(B(O)O)o1)c1[nH]c2ccc(Br)cc2c1-c1ccccc1
 : 0.3*, 27, 36, 62, 61, 33, 63, 11
- S=c1ssnc1-c1cc2ccccc2o1
 : 62, 91, 64, 93, 80, 60, 95, 69
